High-throughput results as filed in PubChem.
V1R ag counter = activates human V1a receptor in oxytocin agonist counter-screen; CHO-V1R cells, Fluo-8 calcium fluorescence, agonist mode; 0% DMSO, 100% 3 nM vasopressin; activation, % at 3 µM; 320,000 compounds, 0.25% hits;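 active = activation above the mean activation of all tested compounds plus 3 SD, per screening run, cut at about 20% in these data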;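 note: signal is peak over basal fluorescence ratio across a 100 second FLIPR read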
TAAR1 ag = human TAAR1 agonism; CHO RD-HGA16 TAAR1, Fluo-8 calcium fluorescence; vehicle wells 0%, saturating PEA agonist 100%; 360,000 compounds, 0.99% hits; AID 624467; Q96RJ0; activation, % at 3 µM;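 active = activation above the mean activation of all test compounds in the run plus 3 SD, cut at about 38% in these data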
Target sequence (Q96RJ0 whole entry, looked up): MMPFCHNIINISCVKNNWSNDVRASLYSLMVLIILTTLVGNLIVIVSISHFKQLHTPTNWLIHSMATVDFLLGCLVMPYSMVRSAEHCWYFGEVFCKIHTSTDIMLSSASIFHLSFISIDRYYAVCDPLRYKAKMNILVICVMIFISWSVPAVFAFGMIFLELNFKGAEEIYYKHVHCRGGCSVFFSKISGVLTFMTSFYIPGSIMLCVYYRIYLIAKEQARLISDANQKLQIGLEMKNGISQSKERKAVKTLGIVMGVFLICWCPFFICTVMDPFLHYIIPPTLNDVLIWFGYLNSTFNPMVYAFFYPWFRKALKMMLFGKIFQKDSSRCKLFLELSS
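Test system: RD-HGA16 (CHO) cells co-expressing Gα16 and hTAAR1 | Doses: Single dose, 3 µM | Schedule: 17-24 h seeding, 75 min 37 °C dye, 30 min RT | Evaluation: % activation from peak over basal fluorescence ratio, DMSO-to-PEA scaled | Technique: Kinetic Fluo-8 calcium fluorescence | Benchmarks: Low control DMSO, high control PEA (EC100)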
CHO parental Ca = counter-screen for OX1R antagonists: effect in parental CHO cells; AID 463079; inhibition, % at 5.6 µM; parental CHO-K1, ATP-induced calcium, Fluo-8 fluorescence; 330,000 compounds, 0.63% hits;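 active = inhibition above that plate's mean sample inhibition plus 3 SD, cut at about 26% in these data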;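 note: 0% = ATP-challenged DMSO wells and 100% = DMSO wells without ATP; some compounds past the cut are filed as inactive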
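Test system: untransfected parental CHO cell line. Compound: one dose, 5.6 µM nominal. Detection: intracellular calcium via Fluo-8 no-wash fluorescent dye. Measure: % inhibition. Benchmarks: ATP-challenged DMSO wells low, unchallenged DMSO wells high.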
OXTR potentiate = potentiates the human oxytocin receptor response | CHO-OTR cells, Fluo-8 calcium fluorescence, potentiator mode; 0% = oxytocin EC15, 100% = EC100 | activation, % at 3 µM | 320,000 compounds, 0.061% hits;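 active = activation above that plate's cutoff, the mean activation of tested compounds plus 3 SD, cut at about 6.6% in these data, passing the limit was not always enough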;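 note: 100% uses oxytocin at 75 nM as the full agonist control; some results filed as inactive read as strong as hits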
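assay system = CHO-OTR cells, human receptor | schedule = compound 6 min at room temperature before oxytocin, 100 s read | detection = Fluo-8 intracellular calcium fluorescence, ex 470-495, em 515-575 nm | evaluation = normalized max/min fluorescence ratio, % activation | control set = EC15 oxytocin alone as 0%, 75 nM oxytocin (EC100) as 100%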
M1 PAM parental = M1 PAM counterscreen hit in parental CHO-K1 cells | ATP EC20, Fluo-8 calcium fluorescence; 0% at ATP EC20, 100% at ATP max | 360,000 compounds, 0.02% hits | activation, % at 3 µM | AID 602247;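 active = activation above the run cutoff, the mean activation of all test compounds plus 3 SD, cut at about 40% in these data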;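 note: peak over basal fluorescence ratio in a 140 s read after ATP addition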
CHO-K1 Ca antag = M1 antagonist counterscreen hit in parental CHO-K1 cells. ATP-induced calcium, Fluo-8 fluorescence. inhibition, % at 3 µM. 360,000 compounds, 0.6% hits. AID 602250;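 active = inhibition above a per-plate cutoff, the plate's mean sample inhibition plus 3 SD, cut at about 24% in these data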;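 note: 0% = DMSO plus EC80 ATP and 100% = DMSO alone without ATP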
M1 ag = agonists of human M1 muscarinic receptor; P11229; activation, % at 3 µM; 360,000 compounds, 0.33% hits; CHO-K1 hM1, Fluo-8 calcium fluorescence, agonist mode; 0% DMSO, 100% acetylcholine EC100; AID 588814;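 active = activation above the run's mean compound activation plus 3 SD, cut at about 16% in these data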;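 note: peak over basal fluorescence ratio within a 140 s kinetic read after compound addition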
Target sequence (P11229 whole entry, looked up): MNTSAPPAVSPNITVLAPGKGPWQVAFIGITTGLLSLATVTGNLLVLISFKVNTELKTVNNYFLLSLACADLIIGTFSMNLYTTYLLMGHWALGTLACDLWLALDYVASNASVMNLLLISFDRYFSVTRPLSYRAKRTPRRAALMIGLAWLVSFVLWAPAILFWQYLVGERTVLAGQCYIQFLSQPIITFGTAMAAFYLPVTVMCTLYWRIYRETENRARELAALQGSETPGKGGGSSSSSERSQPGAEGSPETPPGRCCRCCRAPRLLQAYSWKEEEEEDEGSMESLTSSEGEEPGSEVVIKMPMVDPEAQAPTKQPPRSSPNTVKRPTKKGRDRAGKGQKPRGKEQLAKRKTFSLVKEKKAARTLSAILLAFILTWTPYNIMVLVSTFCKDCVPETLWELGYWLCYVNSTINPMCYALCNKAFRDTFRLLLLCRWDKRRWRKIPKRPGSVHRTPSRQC
M1 ag parental = counter-screen for M1 agonists: effect in parental CHO-K1 cells | Fluo-8 calcium fluorescence; scaled to maximal ATP response, vehicle zero | activation, % at 3 µM | 360,000 compounds, 0.48% hits; in the data active = activation above about 15%;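 note: untransfected CHO-K1 host cells lacking M1 receptor as counterscreen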
TAAR1 antagonist = human TAAR1 antagonism; Q96RJ0; CHO RD-HGA16 TAAR1, Fluo-8 calcium fluorescence, antagonist; inhibition, % at 3 µM; 360,000 compounds, 1.5% hits;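 active = inhibition above a per-plate cutoff, the mean inhibition of test compounds on that plate plus 3 SD, cut at about 49% in these data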;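 note: 0% = DMSO plus EC80 beta-PEA response and 100% = DMSO alone without agonist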
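Assay system: RD-HGA16 CHO cells with stable hTAAR1 and Gα16 / Reagent: EC80 β-phenethylamine stimulus / Doses: 3 µM, single point / Timing: dye loading 75 min at 37 °C, then 30 min room temperature / Measured by: Fluo-8 intracellular calcium dye fluorescence, real-time kinetic reads / Controls: vehicle wells and EC80 agonist wells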
The depositor's hits bear a star; . = not tested or not shown.

Start of the data: the first seven records, to show the layout:
The line under a structure holds: M1 PAM parental | CHO parental Ca | TAAR1 ag | CHO-K1 Ca antag | OXTR potentiate | M1 ag | V1R ag counter | TAAR1 antagonist | M1 ag parental
- CCc1ccc2c(c1)NC(=O)C2(C)Cc1ccc(OC(F)(F)F)cc1 (configuration not stated)
 : 9 | . | -1 | -1 | . | -5 | . | 55* | -0.5
- COc1ccc(S(=O)(=O)NC2CCCC2)c(OC)c1
 : 14 | -11 | 7 | -5 | -1 | -3 | -0.8 | -4 | 0.3
- O=C(NN=Cc1ccccc1O)C1CC1
 : 16 | . | 27 | -4 | . | -4 | . | -5 | -0.6
- CCCCn1c(N)c(N(CC(C)C)C(=O)C2CCC2)c(=O)[nH]c1=O
 : -5 | -11 | 1 | -9 | -1 | 1 | 0.6 | -17 | 0.2
- COc1cc(CNCc2ccc(OC)c3ccccc23)cc(OC)c1OC
 : -5 | . | 7 | 7 | . | 1 | . | 20 | 7.3
- Nc1ccc(Nc2nc(-c3ccncc3)cs2)cc1
 : 3 | -15 | 9 | -2 | -2 | -3 | -0.1 | 21 | 1.3
- CCCN(CCC)S(=O)(=O)c1ccc(C(=O)N2CC3CCC(CC3)C2)cc1
 : 14 | -21 | 1 | -10 | -8 | -5 | -0.1 | -3 | 3.5

Main list, from the start:
The line under a structure holds: M1 PAM parental | CHO parental Ca | TAAR1 ag | CHO-K1 Ca antag | OXTR potentiate | M1 ag | V1R ag counter | TAAR1 antagonist | M1 ag parental
- CCc1ccc2c(c1)NC(=O)C2(C)Cc1ccc(OC(F)(F)F)cc1 (configuration not stated)
 : 9 | . | -1 | -1 | . | -5 | . | 55* | -0.5
- COc1ccc(S(=O)(=O)NC2CCCC2)c(OC)c1
 : 14 | -11 | 7 | -5 | -1 | -3 | -0.8 | -4 | 0.3
- O=C(NN=Cc1ccccc1O)C1CC1
 : 16 | . | 27 | -4 | . | -4 | . | -5 | -0.6
- CCCCn1c(N)c(N(CC(C)C)C(=O)C2CCC2)c(=O)[nH]c1=O
 : -5 | -11 | 1 | -9 | -1 | 1 | 0.6 | -17 | 0.2
- COc1cc(CNCc2ccc(OC)c3ccccc23)cc(OC)c1OC
 : -5 | . | 7 | 7 | . | 1 | . | 20 | 7.3
- Nc1ccc(Nc2nc(-c3ccncc3)cs2)cc1
 : 3 | -15 | 9 | -2 | -2 | -3 | -0.1 | 21 | 1.3
- CCCN(CCC)S(=O)(=O)c1ccc(C(=O)N2CC3CCC(CC3)C2)cc1
 : 14 | -21 | 1 | -10 | -8 | -5 | -0.1 | -3 | 3.5
- C/C(=N\Nc1ccc(C(F)(F)F)cc1[N+](=O)[O-])C1CC1
 : -6 | 10 | -1 | 6 | -5 | -5 | -0.2 | -1 | 0.2
- COc1ccc(CC(=O)NNc2ncnc3c2cnn3C)cc1
 : 13 | 0 | 6 | -1 | 5 | -1 | -0.4 | 6 | 0.4
- CN(C)C(/C=C/Nc1ccc(F)cc1)=C(C#N)C#N
 : 14 | 4 | -1 | -24 | -3 | -12 | 0.4 | -16 | 0.1
- O=C(O)CN1CCN(Cc2ccc(Cl)cc2)C1=O
 : 17 | -4 | 4 | -9 | 6 | -3 | 1.0 | -32 | 0.6
- COc1ccc(NC(=O)CN(C)C(=O)c2cc(-c3ccccc3)nc3ccccc23)cc1
 : -9 | -12 | 17 | 0 | -13 | -3 | -0.6 | 55* | 6.7
- COc1ccc(C2=Nn3c(nnc3-c3ccccc3OC)SC2)cc1OC
 : -3 | -13 | 12 | -2 | 0 | -3 | 0.1 | -3 | 0.1
- CCOC(=O)c1ccccc1NC(=S)N1CCC(N2CCCCC2)CC1
 : 14 | -15 | -1 | -4 | 2 | -10 | 0.0 | 14 | -0.1
- COc1ccc(OCC(=O)N/N=C/c2cccn2-c2cccc(C(=O)O)c2)cc1
 : 2 | . | -1 | 19 | . | -2 | . | -20 | -0.3
- COc1cc(C(=O)NCCC(=O)NC2CCCCC2)cc(OC)c1OC
 : 13 | -7 | 4 | -18 | -11 | -1 | -0.9 | -17 | 1.2
- CCOc1ccccc1NC(=O)c1ccccc1-c1ccccc1
 : 29 | -4 | 10 | -10 | 0 | -5 | 0.4 | -2 | 1.7
- Cc1c(CCO)c(=O)[nH]n1S(=O)(=O)c1ccccc1
 : 3 | 0 | 8 | 7 | -4 | -4 | 1.2 | 6 | 0.1
- CCCN1CCN(CCNC(=O)Nc2cc(C)ccc2C)CC1
 : 7 | -3 | -1 | 4 | -1 | -4 | 0.3 | -8 | 0.5
- Cn1c(NC(=O)c2ccco2)c(-c2ccc(Cl)cc2)c(=O)c2ccccc21
 : 18 | -11 | 1 | -8 | -5 | -7 | -0.1 | -3 | 0.0
- COCCNC(=O)C(=O)Nc1cccc(Br)c1
 : 13 | -1 | 7 | -19 | -3 | 1 | 2.0 | 17 | 4.1
- COc1ccc(NC(=O)CCCC2=NS(=O)(=O)c3ccccc3N2)cc1
 : 17 | 6 | 0 | 0 | -4 | 0 | 0.8 | -2 | -0.1
- CCOC(=O)c1c(NC(=O)CSc2nnc(CNc3ccc(OC)cc3)n2C)sc(C)c1C
 : 15 | -45 | 2 | -10 | -2 | -1 | -1.1 | -19 | -0.4
- Cc1ccc(-c2nc(SC(C)C(=O)NC3CC3)n[nH]2)cc1 (configuration not stated)
 : 10 | . | 0 | -9 | . | -1 | . | -4 | 0.2
- Cc1cc(SC2CCOC2=O)nc2ccccc12 (configuration not stated)
 : 14 | -12 | -1 | -4 | -1 | -3 | -0.9 | 10 | 7.7
- O=C(c1cccs1)N1CCN(C(=O)C2CCCO2)CC1 (configuration not stated)
 : 25 | -6 | 9 | -29 | -2 | -4 | 0.7 | -2 | 0.8
- COc1cc(/C=N/N=C(\N)c2nonc2N)cc(OC)c1OC
 : 18 | -9 | 2 | -8 | -1 | -8 | -0.2 | 9 | 11
- Cc1cccc(NC(=O)C2CCCN(C(=O)Nc3ccc(F)cc3)C2)c1C (configuration not stated)
 : -11 | -10 | 0 | -9 | 1 | -1 | 2.2 | -32 | 1.7
- CC(C)(C)c1ccc(N2C(=O)Cc3c2nc(N)c(C#N)c3N)cc1
 : -1 | 5 | 19 | 5 | -3 | 0 | 0.0 | 9 | 0.7
- COc1ccc(Cc2nnc(NC(=O)c3ccco3)s2)cc1OC
 : 3 | 2 | 4 | 12 | -15 | 0 | 1.0 | -3 | 0.0
- CCCCn1c(CCC(=O)O)nc2cc(S(=O)(=O)N(CC)CC)ccc21
 : 3 | -19 | 1 | -4 | 3 | -2 | 0.4 | -23 | 0.9
- COc1ccc2cc(C(N)=O)c(=Nc3ccc(C)cc3)oc2c1
 : 18 | -3 | 0 | -12 | -9 | -7 | 0.3 | -8 | 0.4
- O=C(Nc1ccc(NC(=O)c2cccs2)cc1)c1cccnc1
 : 17 | -10 | 2 | -5 | 2 | -8 | -0.3 | 9 | 0.7
- CC(CC(=O)N(C)C1CCCCC1)S(=O)(=O)c1ccc2c(c1)NC(=O)CO2 (configuration not stated)
 : -3 | -13 | 0 | -13 | 0 | -3 | 3.6 | 2 | 1.4
- CCC(=Nc1ccc(Cc2ccncc2)cc1)c1c(O)n(C)c(=O)n(C)c1=O
 : 20 | . | 10 | -4 | . | -3 | . | 7 | 0.4
- O=C(CSc1nc(C2CC2)nc2ccccc12)N1c2ccccc2Sc2ccc(C(F)(F)F)cc21
 : 23 | -27 | 1 | 2 | -19 | -6 | -0.8 | -19 | 0.1
- O=C(CN1CCCCCC1)Nc1cc(C(F)(F)F)ccc1Cl
 : 6 | -13 | 1 | -10 | -1 | -6 | -0.7 | -22 | -0.4
- CC1=NN(C(N)=S)C(=O)C1N=Nc1ccccc1O (configuration not stated)
 : -6 | 3 | 5 | 0 | -8 | 6 | 3.2 | 17 | 1.0
- CC1(C)Cc2c(c(N3CCOCC3)nc3sc(C(=O)Nc4cccc(Cl)c4)c(N)c23)CO1
 : -1 | -20 | -1 | -16 | 5 | 2 | 1.1 | -3 | 0.8
- CC1(Br)C(Sc2ccccc2[N+](=O)[O-])=Nc2ccccc21 (configuration not stated)
 : 15 | . | -1 | -30 | . | . | . | 16 | 1.8
- COc1ccc(C#Cc2c(-c3ccsc3)oc3ccc(N4CCOCC4)cc23)cc1
 : -18 | -12 | 0 | 6 | -11 | 0 | -0.1 | -3 | -0.5
- CCc1ccccc1NC(=O)NC1CC2CCC(C1)N2Cc1cccs1 (configuration not stated)
 : 7 | -11 | 4 | -19 | -9 | -13 | 0.1 | -6 | 0.4
- CCOC(=O)c1ccc(CN(Cc2ccc(C)cc2)S(=O)(=O)c2cccc([N+](=O)[O-])c2)cc1
 : 12 | -14 | 15 | -6 | 1 | -5 | 4.8 | -2 | 1.3
- Oc1cccc(C=NN=C2c3ccccc3-c3ccccc32)c1
 : -15 | . | 3 | 5 | . | -3 | . | 10 | 0.1
- Cc1c(NC(=O)c2ccc3c(c2)OCO3)c(=O)n(-c2ccccc2)n1C
 : 22 | -2 | 10 | -16 | -1 | -11 | 0.5 | -1 | 1.0
- COC(=O)[C@]1(C)N[C@H](CN(C)C(=O)Nc2ccccc2)[C@@H]2C(=O)N(Cc3ccccc3)C(=O)[C@@H]21
 : -12 | -20 | 2 | 18 | 4 | 6 | 0.5 | -24 | 0.2
- Nc1cc2c(cc1[N+](=O)[O-])-c1ccccc1C2=NO
 : 9 | . | 14 | -10 | . | 0 | . | 14 | 0.9
- CN(CC(=O)Nc1cccc(Cl)c1)S(=O)(=O)c1ccc2c(c1)n(C)c(=O)c(=O)n2C
 : 18 | -2 | 3 | 0 | -12 | -1 | -0.5 | -13 | -0.1
- O=C1c2ccccc2C(=O)N1c1ccccc1
 : -12 | . | 2 | 12 | . | -9 | . | -2 | -0.2
- N#C/C(=C\Nc1ccccc1O)c1nc2ccccc2o1
 : 4 | 18 | 9 | 2 | -9 | -1 | 7.1 | 87* | 2.6
- CCO[C@@H]1OC(C(=O)Nc2ccccc2)=C[C@H](C2CC2)[C@H]1CCCO
 : 14 | -14 | 12 | -9 | 2 | -7 | 1.3 | 2 | -0.1
